# Source: PubChem BioAssay (The Scripps Research Institute Molecular Screening Center)
# TEAD-YAP block: TEAD-YAP interaction inhibition | HEK-TIYL cells, TEAD-Gal4/YAP UAS-luciferase luminescence | inhibition, % at 9.12 µM | 640,000 tested, 1.4% active | AID 1259422; in the data active = inhibition above about 32%;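 note: 0% = median of test compound wells and 100% = reference inhibitor wells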
# MITF inh: human MITF inhibition, primary screen; O75030; AlphaScreen MITF homodimerization, bead proximity signal; inhibition, % at 2.6 µM; 650,000 tested, 0.91% active; in the data active = inhibition above about 50%;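 note: 0% = vehicle wells with protein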
# GPR151 activ: human GPR151 activation; Q8TDV0; PathHunter beta-arrestin GPR151 cells, luminescence; activation, % at 11.2 µM; 650,000 tested, 1% active; AID 1508602; in the data active = activation above about 4.9%;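 note: 0% = median of compound wells and 100% = cells with positive control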
# Target sequence (Q8TDV0 whole entry, looked up): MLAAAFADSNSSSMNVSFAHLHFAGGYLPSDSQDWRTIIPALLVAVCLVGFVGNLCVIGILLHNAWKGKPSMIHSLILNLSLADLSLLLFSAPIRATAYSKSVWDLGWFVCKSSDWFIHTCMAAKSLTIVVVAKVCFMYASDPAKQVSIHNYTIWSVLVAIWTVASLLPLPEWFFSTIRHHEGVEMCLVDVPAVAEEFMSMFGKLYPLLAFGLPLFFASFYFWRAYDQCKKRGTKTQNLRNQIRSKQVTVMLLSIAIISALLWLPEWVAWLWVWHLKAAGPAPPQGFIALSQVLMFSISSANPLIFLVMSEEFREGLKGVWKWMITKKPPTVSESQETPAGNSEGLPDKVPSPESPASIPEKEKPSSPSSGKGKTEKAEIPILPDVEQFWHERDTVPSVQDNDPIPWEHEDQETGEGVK
# FBW7 activator: human FBW7 E3 ligase activation, primary screen; AlphaScreen FBW7–phospho-cyclin E peptide binding, activator screen; normalized activity (activation), % at 26.1 µM; 650,000 tested, 0.13% active; AID 1259310; in the data active = normalized activity above about 1.9%;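 note: purified mutant Fbw7 with reduced substrate affinity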
# Target sequence (Q969H0 whole entry, looked up): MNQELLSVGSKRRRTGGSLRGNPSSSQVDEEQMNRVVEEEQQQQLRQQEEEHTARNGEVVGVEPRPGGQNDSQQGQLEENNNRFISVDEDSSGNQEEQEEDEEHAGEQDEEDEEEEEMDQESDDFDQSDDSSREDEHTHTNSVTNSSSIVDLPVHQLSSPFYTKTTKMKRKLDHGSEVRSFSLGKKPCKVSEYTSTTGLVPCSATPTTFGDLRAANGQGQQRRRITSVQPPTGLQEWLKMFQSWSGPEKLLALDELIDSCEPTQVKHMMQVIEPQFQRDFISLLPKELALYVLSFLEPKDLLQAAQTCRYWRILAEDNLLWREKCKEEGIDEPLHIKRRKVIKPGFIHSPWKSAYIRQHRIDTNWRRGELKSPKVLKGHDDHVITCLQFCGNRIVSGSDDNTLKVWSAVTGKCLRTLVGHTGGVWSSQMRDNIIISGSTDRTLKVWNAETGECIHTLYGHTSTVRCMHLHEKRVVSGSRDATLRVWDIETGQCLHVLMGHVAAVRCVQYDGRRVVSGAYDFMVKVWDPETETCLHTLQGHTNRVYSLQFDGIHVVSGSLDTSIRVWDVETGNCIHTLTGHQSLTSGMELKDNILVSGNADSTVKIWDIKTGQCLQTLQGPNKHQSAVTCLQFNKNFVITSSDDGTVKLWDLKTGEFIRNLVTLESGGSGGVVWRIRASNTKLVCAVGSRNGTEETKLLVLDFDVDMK
# * = called active by the depositor; & = joins results of further samples.
# Below each SMILES – TEAD-YAP block, MITF inh, GPR151 activ, FBW7 activator
- COc1cc(CN2CCCC(C)C2)cc(Br)c1O (centres undefined)
 : -11, -3, -0.5, 0.0
- Cc1ccc(S(=O)(=O)N(c2ccccc2N2CCOCC2)C(F)F)cc1
 : -9, -2, 1.5, 0.0
- O=C(COc1ccc(Cl)cc1)Nc1cccc(Oc2ccc3c(c2)C(=O)NC3=O)c1
 : 2, 4, 0.0, -0.2
- CS(=O)(=O)N(CC1CC1)C1CCN(CCc2cccs2)CC1
 : 8, 4, 0.1, 0.7
- Clc1ccc2nc(Cl)cc(-c3ccccc3)c2c1
 : 1, -3, 0.5, 0.1
- CCOc1cc([N+](=O)[O-])c(C=O)cc1OC
 : -3, 23, 0.5, -0.2
- O=C1CC(N2CCN(C34CC5CC(CC(C5)C3)C4)CC2)C(=O)N1c1cccc(Cl)c1 (centres undefined)
 : -6, 15, 0.8, -0.1
- CC1CCCC(C)N1S(=O)(=O)c1ccc(NC2=NS(=O)(=O)c3ccccc32)cc1 (centres undefined)
 : 5, 0, 0.8, 0.0
- Cc1c(NC(=O)C(C)(C)C)cccc1C(=O)O
 : 3, 5, 1.2, 0.6
- Cc1ccc(NC(=O)CSCC(=O)Nc2ccc(N3CCOCC3)c(Cl)c2)cc1
 : -7, -6, -1.5, 0.0
- COc1ccc(Nc2ncnc3c2c(-c2ccccc2)cn3-c2cccc(C(F)(F)F)c2)cc1OC
 : 7, -1, 0.7, 0.0
- C/C(=N\NC(=O)COc1ccc([N+](=O)[O-])cc1Br)c1ccc(Cl)cc1
 : -3, -22, -1.0, 0.0
- Cc1ccc2nc(SCC(=O)Nc3cccc([N+](=O)[O-])c3)[nH]c2c1
 : 0, 12, -0.4, 0.5
- O=C1CC2CS(=O)(=O)CC2N1c1ccc(Cl)cc1Cl (centres undefined)
 : 6, 17, -1.0, 0.1
- O=C(NCCC1=CCCCC1)c1ccc2c(c1)C(=O)N(c1ccccn1)C2=O
 : 10, 10, -1.2, 1.1
- Cc1cc(C(=O)O)c(NC(=O)c2ccccc2Br)s1
 : -2, 8, 0.5, 0.8
- CCOC(=O)N1CCN(S(=O)(=O)c2ccc(C(=O)Nc3ccc4c5c(cccc35)CC4)cc2)CC1
 : 5, -14, 1.9, 0.1
- CC(=O)S[C@@H]1CC2=CC(=O)CC[C@]2(C)[C@H]2CC[C@@]3(C)[C@@H](CC[C@@]34CCC(=O)O4)[C@H]12
 : 24, 3&-6, 0.7&-1.9, -0.1&0.0
- COC(=O)C1C(=O)c2c(n[nH]c2C)CC1(C)C (centres undefined)
 : -3, 7, -0.2, -0.1
- Cc1ccc(CN(c2ccc(C(=O)N3CCCC3)cc2)S(C)(=O)=O)cc1
 : -1, 4, -0.7, -0.2
- C=CCN(CC=C)S(=O)(=O)c1ccc(C(=O)Nc2sc3c(c2C(=O)OCC)CCN(C(=O)OCC)C3)cc1
 : -5, 2, 3.7, 0.2
- CC(C)(C)C(COc1ccccc1)N=C1NC(=S)N(CC#N)C1(C)C (centres undefined)
 : 18, -2, 0.2, 0.0
- CC1(C)CC(=O)C2=C(C1)OC1=C(C(=O)CC(C)(C)C1)C2c1ccc(O)cc1O
 : 15, -2, -0.7, 0.2
- CCCCOc1ccc(NC(=O)Nc2ccc(OC)cc2)cc1
 : -5, 9, -0.5, -0.1
- FC(F)Oc1ccccc1C1C=C(c2cccnc2)Nc2ncnn21 (centres undefined)
 : 9, 3, -1.9, 0.1
- COc1ccc2c(Cl)c(C(=O)Nc3ccccc3C(N)=O)sc2c1
 : -55, 2, 0.5, -0.2
- CC1CCN(C(=O)CCCc2nnc3n(C)c(=O)c4sccc4n23)CC1
 : 8, -4, -1.0, -0.1
- Cn1nccc1Nc1nc(NC2CC2)c2ncn(-c3ccsc3)c2n1
 : 9, 8, 2.3, 0.0
- Cc1ccc(CSCCNS(=O)(=O)c2ccc([N+](=O)[O-])cc2)cc1
 : 3, 30, 0.1, 0.0
- CCOC(=O)CCN(Cc1ccc(Cl)cc1)S(=O)(=O)c1ccc(C(C)C)cc1
 : 11, -13, -0.8, 0.0

# The closing 2 compounds of the part above come first, to join the parts.
# Below each SMILES – TEAD-YAP block, MITF inh, GPR151 activ, FBW7 activator
- Cc1ccc(CSCCNS(=O)(=O)c2ccc([N+](=O)[O-])cc2)cc1
 : 3, 30, 0.1, 0.0
- CCOC(=O)CCN(Cc1ccc(Cl)cc1)S(=O)(=O)c1ccc(C(C)C)cc1
 : 11, -13, -0.8, 0.0
- O=C1CC(c2ccccc2Cl)Sc2ccccc2N1 (centres undefined)
 : 3, 1, -0.2, 0.0
- O=S(=O)(NCCc1nc2ccccc2[nH]1)c1ccc(Cl)cc1
 : 10, 12, -1.0, 0.3
- Cc1ccc(S(=O)(=O)NC(=O)N2CC3C4C=CC(C4)C3C2)cc1 (centres undefined)
 : 0, 6, 2.4, 0.1
- CCC(C)(C)NS(=O)(=O)c1ccc(Cl)c(Cl)c1
 : -7, -1, 2.5, 0.1
- c1csc(CN2CCOc3ccc(CN4CCOCC4)cc3C2)c1
 : 2, -1, 1.5, 0.1
- Cc1nnn(-c2ccc([N+](=O)[O-])cc2)c1C(C)(C)C
 : -10, 5, -2.0, 0.1
- O=C1CC(Cc2ccccc2)C(=O)N1CC(=O)N1CCCC1c1nc2ccccc2[nH]1 (centres undefined)
 : 1, 4, 0.5, 0.1
- O=C(NCC(c1cccnc1)N1CCN(c2ccc(F)cc2)CC1)C1CC1 (centres undefined)
 : 1, 11, -0.5, 0.2
- Cc1cc(NC(=O)Nc2cccc3ccccc23)no1
 : -1, -5, -1.2, -0.1
- O=C(Nc1nnc(-c2cccs2)o1)c1cccc(N2C(=O)CCC2=O)c1
 : -4, -5, 0.5, -0.1
- CCOC(Cn1c(SCc2cc(C(C)=O)ccc2OC)nc2ccccc2c1=O)OCC
 : 10, 20, 0.0, 0.4
- CC1=C(C(=O)Nc2ccccc2C(F)(F)F)C(c2ccccn2)C2=C(CCCC2=O)N1 (centres undefined)
 : -2, 8, 2.4, 0.3
- Cc1ccc(NC(=O)Nc2nnc(N3CCCCC3)s2)c(Cl)c1
 : 5, -3, 5.3*, -0.1
- COc1c(OC(C)=O)ccc(/C=N\NC(=O)COc2ccccc2)c1[N+](=O)[O-]
 : 2, -10, 1.7, -0.1
- CCOc1cc(C(=O)Nc2ccc3oc(-c4ccncc4)nc3c2)cc(OCC)c1OCC
 : 11, 2, -0.5, 0.0
- O=C(Cn1cnc2ccccc21)NCc1cccc(Oc2ccc(F)cc2)c1
 : 62*, 7, 0.9, -0.1
- Cc1ccsc1CN1CCN2C(=O)[C@H](Cc3cnc[nH]3)NC(=O)[C@H]2C1
 : -6, 1, 1.4, 0.0
- CC(=O)c1cccc(NC(=O)CSc2ccccn2)c1
 : -16, 11, 0.3, 0.0
- O=C1CCCC(O)=C1C=Nc1cccc(C(F)(F)F)c1
 : 8, 3, 0.2, 0.2
- O=C1CN(C(=O)OCc2ccccc2)CCN1
 : 3, 8, -0.7, 0.2
- CN(C)c1ccc(-c2cnc(NC3CCCC3)c3nccn23)cc1
 : -20, -3, -0.5, -0.1
- NC(=O)COC(=O)c1ccc2ccccc2n1
 : 4, -9, 1.7, -0.2
- CC(=O)Nc1ccc(NC(=O)c2ccnc(Nc3ccncc3)c2)cc1
 : -10, 13, -1.5, 0.9
- COc1cc(C(=O)Nc2cc(-c3nc4ccccc4s3)ccc2Cl)ccc1OCc1ccc(Cl)cc1
 : -22, 4, -0.5, 0.0
- CCOc1ccc(C2C(C#N)=C(N)N(c3ccc(Cl)cc3)C3=C2C(=O)CCC3)cc1 (centres undefined)
 : -7, 6, -0.4, -0.1
- COc1ccccc1C(=O)O/N=C(/c1ccncc1)c1ccc([N+](=O)[O-])cc1
 : 1, -5, -1.0, 0.0
- NC(=O)c1ccccc1NC(=O)c1ccc(I)cc1
 : -47, 7, -2.2, -0.1
- O=[N+]([O-])c1cccc(S(=O)(=O)Nc2cc(Cl)c3oc4c(c3c2)CCCC4)c1
 : -10, -4, -0.8, -0.2
- O=C1/C(=C/c2ccc(O)cc2)SC(=S)N1CC1CCCO1 (centres undefined)
 : -3, 20, 2.5, -0.1
- Oc1ccc(O)c(/C=N/Nc2nnc3c(n2)[nH]c2ccccc23)c1
 : 49*, -11, -0.8, -0.1
- O=C(CSC1CCCCC1)N1CCc2ccccc21
 : -58, 21, 0.5, 0.2
- COc1ccccc1NC(=O)CN1C(=O)c2ccccc2C1=O
 : -6, -6, -0.8, -0.2
- CCOc1ccc(C(=O)Nc2nnc3n2CCCS3)cc1
 : -49, -7, -2.0, 0.0
- CCOc1ccc(OCCNCCOC)cc1
 : 4, 22, -0.3, -0.1
- Cc1cc(-c2cnc(N3CCCC3)nc2C2CCCN(C(=O)CN3CCCC3)C2)on1 (centres undefined)
 : -13, -6, 1.0, -0.1
- Nc1nonc1C(=O)N/N=C\c1cc([N+](=O)[O-])c(Cl)cc1Cl
 : 4, 67*, -0.3, 0.8
- COC(=O)C1CCN(Cc2c(C(=O)N3CCCCCCC3)nc3sccn23)CC1
 : -2, 10, 0.3, 0.2
- CC(=O)c1ccc(NC(=O)Cn2c(-c3cccnc3)nc3ccccc32)cc1
 : -15, -23, 2.6, 0.2
- O=C(CCCN1C(=O)C2C3C=CC(C3)C2C1=O)N1CCN(c2ccccc2)CC1 (centres undefined)
 : -14, 5, -0.6, -0.1
- COC(=O)c1cc(NC(=O)CSc2ncnc3sc4c(c23)CCC4)cc(C(=O)OC)c1
 : -9, 7, 1.6, 0.1
- Cc1cccc(OCCCCn2cnc3ccccc3c2=O)c1
 : -10, 7, 1.5, 0.0
- CCc1ccccc1NC(=O)CSc1nnnn1-c1ccc(C(N)=O)cc1
 : -9, 1, 0.8, 0.1
- CC(=O)Nc1ccc(NC(=O)Nc2ccc3c(c2)N(C)C(=O)CS3)cc1
 : 11, 9, 4.2, -0.1
- Cc1ccc(-c2cc(C(=O)OCC(C)C)c3cc(Cl)ccc3n2)cc1
 : -1, -24, 2.5, 0.1
- Cc1cc(Nc2ccc([N+](=O)[O-])cc2O)nc2ccccc12
 : -32, -7, 0.8, 0.0
- CC(C)(C)NC(=O)Cn1nc(-c2ccc(F)cc2)n(-c2ccncc2)c1=O
 : -6, -6, -0.4, 0.0
- COCc1cc(C)n(CC(=O)Nc2ccc3ccccc3c2)c(=O)c1C#N
 : 6, 22, -0.7, 1.1
- O=C(NCc1cccnc1)C(=O)NCC1OCCCN1S(=O)(=O)c1ccc(F)cc1 (centres undefined)
 : -3, -18, 0.2, -0.1
- O=S(=O)(NCc1nc2ccccc2[nH]1)c1ccc(Cl)cc1
 : 1, -5, 0.3, 0.4
- O=C(c1nccs1)C1CCN(C(=O)C2(c3ccccc3)CC2)CC1
 : 0, 6, -0.7, -0.1
- COc1ccc(Cl)cc1Nc1nc(C)nc2sc(C)cc12
 : 6, -3, -0.9, -0.1
- Cc1ccc(S(=O)(=O)Nc2ccc(NC(=O)c3sc4cc(C)ccc4c3Cl)cc2)cc1
 : 3, 4, -2.2, 0.1
- O=C(Nc1ccc(C(F)(F)F)cc1)c1cc(S(=O)(=O)NCc2ccccc2Cl)ccc1F
 : 12, -1, 3.3, 0.1
- O=C(CN1CCN(c2ccccc2)CC1)c1ccc2c(c1)OCCO2
 : 2, 18, 0.3, -0.1
- Cc1ccc2[nH]c(=O)c(CN(CC3CCCO3)C(=O)N3CCOCC3)cc2c1 (centres undefined)
 : 4, 3, -0.3, 0.0
- c1cncc(CNc2ncnc3sccc23)c1
 : -2, -8, 0.4, -0.1
- O=C(Nn1cnnc1)c1cc([N+](=O)[O-])cc([N+](=O)[O-])c1
 : -5, 0, 0.8, 0.0
- COc1cccc(NC(=O)C2(c3cccs3)CCOCC2)c1
 : -3, -3, 0.5, -0.1
- CCCn1c(-c2ccc3ccccc3c2)csc1=Nc1cccc(C(F)(F)F)c1
 : 3, 15, 1.5, 0.1
- Cn1c(NCCO)nc2c1c(=O)n(Cc1cccc(Cl)c1)c(=O)n2C
 : -4, 7, 2.9, 0.1

# (continued)
# Below each SMILES – TEAD-YAP block, MITF inh, GPR151 activ, FBW7 activator
- CC(=O)c1cc(F)c(N2CCN(C(=O)c3cccc(F)c3F)CC2)cc1C
 : 3, -5, 0.2, 0.1
- NC(=O)COC(=O)c1ccc(Cl)c(N)c1
 : -2, 5, -0.4, 0.4
- COc1cc(OC)c(C2C(C(=O)O)c3cc(OC)c(OC)cc3C(=O)N2C)cc1OC (centres undefined)
 : -6, 8, -0.7, -0.1
- Cc1cc(NC(=O)c2cccc(F)c2)ccc1N1CCCCC1=O
 : 17, 2, -10, 0.2
- Cc1ccc(NC(=O)CN2C(=O)CN(C)C2=O)cc1F
 : 16, 16, -1.2, 0.8
- CC1CCCC(NC(=O)c2ccc(-n3nnc4ccccc4c3=O)cc2)C1C (centres undefined)
 : -4, 0, 0.0, -0.1
- COc1ccccc1NC(=O)c1cc2c(C)nc3ccccc3c2o1
 : 7, 2, 0.0, 0.0
- NC(=O)C1CCN(c2nc(Cc3ccccc3)nc3sc4c(c23)CCCC4)CC1
 : -2, 5, -0.2, 0.0
- CCC(NC(=O)OCCC#N)(C(F)(F)F)C(F)(F)F
 : -1, 5, 0.2, 0.0
- Cc1nc2ccccn2c1C(=O)N(C)CC1OCCO1
 : -2, 5, 3.3, -0.2

# Entries of single compounds, quoted from the list:
# CC1=C(C(=O)Nc2ccccc2C(F)(F)F)C(c2ccccn2)C2=C(CCCC2=O)N1 (centres undefined) is listed with TEAD-YAP block = -2; MITF inh = 8; GPR151 activ = 2.4; FBW7 activator = 0.3
# O=C(NCC(c1cccnc1)N1CCN(c2ccc(F)cc2)CC1)C1CC1 (centres undefined) is listed with TEAD-YAP block = 1; MITF inh = 11; GPR151 activ = -0.5; FBW7 activator = 0.2
# Cc1cc(Nc2ccc([N+](=O)[O-])cc2O)nc2ccccc12 is listed with TEAD-YAP block = -32; MITF inh = -7; GPR151 activ = 0.8; FBW7 activator = 0.0
